# Bioassay records deposited in PubChem by Sanford-Burnham Center for Chemical Genomics.
# Gli-Sufu antag – antagonists of Gli-Sufu signaling. inhibition, % at 5 µM. actives 0.74% (n = 340,000). Sufu-KO-LIGHT fibroblasts, Gli luciferase reporter luminescence;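 active means inhibition above about 55%, limit read from the data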;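 further: 0% = DMSO-treated cells and 100% = wells with medium but no cells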
# 697 NFkB inh – lowers PMA/ionomycin-induced NF-kB signal in 697 B cells; 697 B-cell NF-kB luciferase reporter, 16 h; inhibition, % at 4 µM; actives 0.33% (n = 330,000); AID 435022; in the data active means inhibition above about 35%
# SENP8 inh – inhibitors of human SENP8 protease; Q96LD8; purified SENP8, Z-RLRGG-aminoluciferin cleavage, luminescence; inhibition, % at 10 µM; actives 1.2% (n = 330,000)
# Target sequence (Q96LD8 whole entry, looked up): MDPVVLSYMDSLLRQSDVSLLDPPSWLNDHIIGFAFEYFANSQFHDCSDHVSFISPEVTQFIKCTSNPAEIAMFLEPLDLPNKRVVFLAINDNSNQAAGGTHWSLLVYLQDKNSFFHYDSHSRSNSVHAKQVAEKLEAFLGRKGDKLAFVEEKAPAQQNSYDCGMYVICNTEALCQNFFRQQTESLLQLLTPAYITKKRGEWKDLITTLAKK
# UBC13 polyUb – human UBC13 polyubiquitination inhibition | P61088 | UBC13 polyubiquitin chain formation, TR-FRET | inhibition, % at 20 µM | actives 0.47% (n = 330,000) | AID 485273; in the data active means inhibition above about 45%, passing the limit was not always enough
# Target sequence (P61088 whole entry, looked up): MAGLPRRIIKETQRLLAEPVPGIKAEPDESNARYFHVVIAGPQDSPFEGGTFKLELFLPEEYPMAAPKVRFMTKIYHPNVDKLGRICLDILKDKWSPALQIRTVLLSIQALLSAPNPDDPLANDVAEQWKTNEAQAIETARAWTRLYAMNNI
# HKDC1 inhibitor – blocks human hexokinase HKDC1 activity. Q2TB90. recombinant HKDC1, G6PDH/diaphorase resazurin coupled fluorescence. inhibition, % at 20 µM. actives 0.16% (n = 340,000);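 active means inhibition above about 35% when tested at 20 µM, limit read from the data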;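 further: plate controls were DMSO wells with enzyme for no effect and DMSO wells lacking enzyme for full effect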
#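 Assay system: in-house recombinant HK5 (HKDC1) enzyme. Input: HKDC1 at 5 µg/mL. Medium: Tris pH 8.0 buffer with MgCl2, Tween-20, BSA, BME. Dosing: single 20 µM dose. Schedule: 90 min reaction incubation at room temperature, dark. Signal: resazurin-to-resorufin fluorescence via G6PDH and diaphorase coupling, 525/613 nm. Controls: DMSO-enzyme wells negative, buffer-substituted wells positive.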
# SENP7 block – SENP7 protease inhibition; Q9BQF6; recombinant SENP7, Z-RLRGG-aminoluciferin luminescence, 40 min; inhibition, % at 5 µM; actives 1.5% (n = 330,000); AID 434973;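 active means inhibition above about 50% at the single test dose, limit read from the data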;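 further: plate controls were DMSO with enzyme for no effect and no enzyme buffer wells for full effect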
# Target sequence (Q9BQF6 706-1050 limits assumed): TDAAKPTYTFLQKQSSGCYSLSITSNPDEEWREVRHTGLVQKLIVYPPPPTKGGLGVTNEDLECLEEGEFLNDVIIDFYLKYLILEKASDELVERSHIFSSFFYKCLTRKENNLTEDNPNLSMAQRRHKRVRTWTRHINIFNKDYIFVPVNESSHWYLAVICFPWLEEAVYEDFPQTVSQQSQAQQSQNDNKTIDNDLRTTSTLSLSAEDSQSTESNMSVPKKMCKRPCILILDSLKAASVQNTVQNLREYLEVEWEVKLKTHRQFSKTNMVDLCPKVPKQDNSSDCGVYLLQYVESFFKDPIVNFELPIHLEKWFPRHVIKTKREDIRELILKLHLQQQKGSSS
# Jurkat NFkB inh – lowers PMA/ionomycin-induced NF-kB signal in Jurkat cells; AID 435003; actives 0.53% (n = 330,000); PMA/ionomycin-induced NF-kB luciferase reporter, luminescence; inhibition, % at 4 µM
# Apaf1 inhib – inhibitors of human Apaf-1 apoptosome. reconstituted apoptosome caspase-3 activity, DEVD-Rh110 fluorescence. inhibition, % at 20 µM. actives 0.71% (n = 330,000); active means inhibition of at least 40% at 20 µM;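 further: plate controls were DMSO wells for no effect and DEVD-CHO caspase inhibitor wells for full effect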
#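 Material: cell-free apoptosome with Apaf-1, procaspase-3 and caspase-9; Buffer or medium: Hepes pH 7.5 with detergent and BSA; Reagent: cytochrome c trigger plus (Z-DEVD)2-Rh110 caspase-3 substrate; Times: compound with Apaf-1, dATP, procaspase-3 30 min, then 50 min reaction, room temperature; Technique: Rh110 fluorescence intensity.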
# * marks the source's active call; other numbers are inactive results; i = inactive; . = not tested or not shown. Unless noted, no stated cut-off is given here; in the data, active means inhibition above about 50%; inactive means the rest.
SMILES,Gli-Sufu antag,697 NFkB inh,SENP8 inh,UBC13 polyUb,HKDC1 inhibitor,SENP7 block,Jurkat NFkB inh,Apaf1 inhib
O=C(NC1CCN(Cc2ccccc2)CC1)C1CCCN(c2nnc(-n3cccc3)s2)C1 (configuration not stated),8.8,9.1,-8.9,27.6,2.9,12.3,11.4,11.3
Cc1cc(C)c(NC(=O)C2CCCN2CCOC(=O)c2cccc([N+](=O)[O-])c2)c(C)c1 (configuration not stated),-13.6,2.6,-2.3,-9.7,-4.4,-10.9,-14.4,14.6
Cc1ccc2nc(NC(=O)C3CCN(S(=O)(=O)c4cc([N+](=O)[O-])ccc4Cl)CC3)sc2c1,-7.2,-46.2,-3.2,-15.7,19.2,-6.1,2.8,3.4
Cc1ccc(C)n1-c1ncn[nH]1,1.6,5.3,-7.1,-3.1,-1.8,-15.9,-5.3,3.0
COc1ccc(NC(=O)Cn2cnc3c(cnn3C(C)(C)C)c2=O)cc1OC,-1.1,23.0,8.2,-2.4,-0.7,-9.7,-5.0,-10.6
C/C(=N\NC(=O)c1cccnc1)c1ccc(Br)cc1,-6.3,0.8,3.9,4.1,-1.8,6.3,-14.8,-6.2
COc1ccccc1-c1cc(C(=O)Nc2ccc(F)cc2F)no1,-36.7,-13.8,-0.3,8.8,-1.8,10.4,-14.3,-18.2
Cc1cc(-c2ccc(S(=O)(=O)N3CCN(c4ccc(F)cc4)CC3)s2)on1,10.5,-4.4,-1.4,5.0,-1.1,3.6,13.7,2.2
CN(C)S(=O)(=O)c1ccc(C(=O)NC(=O)CSc2nncs2)cc1,-10.1,5.2,-2.6,-2.9,-2.6,8.7,-106.0,-3.2
C[C@H](NC(=O)c1nc[nH]c1C(=O)OCc1ccccc1)c1ccccc1,-6.4,-5.6,-4.4,-23.9,3.4,7.7,-5.9,17.1
COc1cc(OC)c(NC(=O)CCCn2c(=O)oc3ccccc32)cc1Cl,-1.1,3.2,-8.6,-7.7,-8.3,-2.2,7.7,-1.3
Cc1cccn2c(=O)nc(SCC(=O)NCc3ccc4c(c3)OCO4)nc12,-8.5,-23.1,-9.8,-3.9,2.9,-11.0,-18.0,0.2
CN1C(=O)S/C(=C/c2ccc(OCc3cccc(C(=O)O)c3)cc2)C1=O,-136.7,-56.0,77.6*,-15.3,1.7,57.4*,-1.0,-11.0
CCOc1ccc2c(c1)cc(CN(C(=O)CC)C1CCCCC1)c1nnnn12,13.4,-4.4,3.7,-4.5,3.9,5.1,10.5,26.7
CC1CCCCN1C(=O)CSc1nnc(-c2c[nH]c3ccccc23)o1 (configuration not stated),-34.1,-74.5,-8.9,1.6,-2.0,-1.9,-50.7,-13.4
COc1ccc(/C=C/C(=O)c2c(C)cc(C)[nH]c2=O)c2ccccc12,0.9,-10.6,-5.4,-10.6,17.2,15.3,-0.6,1.9
COc1ccc(-n2nc(C(=O)NCC(=O)NCCC3=CCCCC3)c3ccccc3c2=O)cc1OC,-7.0,11.5,4.5,5.1,8.7,-3.3,13.7,8.0
O=C(/C=C/c1ccccc1)N/C(=C\c1ccco1)C(=O)O,-6.0,0.5,-1.6,-7.4,6.2,-6.8,-1.6,3.6
COc1ccc(/C=N/n2c(SC)nnc(C(C)(C)C)c2=O)cc1OC,5.4,-6.6,0.0,-6.6,-4.2,-1.1,4.4,-9.7
CCN(CC)C(=O)c1ccc(C(=O)c2ccccc2)cc1,-3.2,-0.3,0.0,2.2,-8.5,3.1,-12.4,-10.1
COc1cccc(N2CCN(Cc3ncc(-c4ccccc4)o3)CC2)c1,-28.2,-0.3,-1.7,-1.8,-0.7,-3.1,-10.4,-12.9
O=C(COC(=O)COc1ccccc1)NC12CC3CC(CC(C3)C1)C2,-2.5,17.8,6.1,3.1,-6.9,1.2,7.0,-0.4
COCCN(C(=O)CSc1nnc(-c2ccc(C)cc2)n1N)c1c(N)n(Cc2ccccc2)c(=O)[nH]c1=O,-2.6,4.9,-5.9,-0.2,-0.9,-18.1,3.3,-4.7
Cc1nc(SCC(=O)NCc2cccs2)nc(C)c1C,-3.7,20.0,7.5,2.1,2.7,-5.9,-2.7,-9.4

# Profiles as entered above. Order of screens: Gli-Sufu antag | 697 NFkB inh | SENP8 inh | UBC13 polyUb | HKDC1 inhibitor | SENP7 block | Jurkat NFkB inh | Apaf1 inhib
# Cc1nc(SCC(=O)NCc2cccs2)nc(C)c1C as listed: -3.7 | 20.0 | 7.5 | 2.1 | 2.7 | -5.9 | -2.7 | -9.4
# COc1cccc(N2CCN(Cc3ncc(-c4ccccc4)o3)CC2)c1 as listed: -28.2 | -0.3 | -1.7 | -1.8 | -0.7 | -3.1 | -10.4 | -12.9
# CN1C(=O)S/C(=C/c2ccc(OCc3cccc(C(=O)O)c3)cc2)C1=O as listed: -136.7 | -56.0 | 77.6* | -15.3 | 1.7 | 57.4* | -1.0 | -11.0
# O=C(/C=C/c1ccccc1)N/C(=C\c1ccco1)C(=O)O as listed: -6.0 | 0.5 | -1.6 | -7.4 | 6.2 | -6.8 | -1.6 | 3.6

# Continuation:
SMILES,Gli-Sufu antag,697 NFkB inh,SENP8 inh,UBC13 polyUb,HKDC1 inhibitor,SENP7 block,Jurkat NFkB inh,Apaf1 inhib
CCOC(=O)c1c(-c2ccc(OCC)cc2)csc1NC(=O)CCN1C(=O)c2ccccc2C1=O,.,-18.2,-10.7,-9.5,.,-2.8,-0.5,17.0
CCCCn1c(N)c(N(CCOC)C(=O)c2ccc(S(=O)(=O)N3CCCCC3)cc2)c(=O)[nH]c1=O,-2.5,20.7,-0.2,1.5,-5.9,3.9,4.4,2.2
CCOC(=O)C(NC(=O)c1cccc(Cl)c1)(OCc1ccccc1)C(F)(F)F (configuration not stated),-0.8,-21.1,-8.4,-2.9,15.3,6.7,0.1,-0.5
CCOc1cc(NC(=S)Nc2ccccc2)c(OCC)cc1NC(=O)c1ccccc1,2.5,7.9,7.7,0.4,1.6,3.3,5.6,3.9
CCC(SC1=N/C(=C/c2ccccc2OC)C(=O)N1c1ccccc1)C(=O)Nc1cc(C)on1 (configuration not stated),27.5,-0.3,-5.1,-6.1,-4.6,11.5,-15.7,14.8
CCOc1ccc(NS(=O)(=O)c2cc(NC(=O)c3cccc(C)c3)ccc2Cl)cc1,35.8,13.2,-6.1,-9.9,4.6,1.7,17.0,-2.7
Cc1ccc(CSc2nnc(-c3cnccn3)n2C)cc1,-3.7,-25.7,-5.0,-11.5,-3.8,9.2,-36.7,-5.7
CCn1ncc(Br)c1C(=O)NC1CCCCCCC1,0.8,-10.4,-9.4,-1.0,1.5,7.4,-6.8,-2.8
O=C(Cc1ccccc1)NC(C(=O)O)C(O)c1ccc([N+](=O)[O-])cc1 (configuration not stated),-7.2,0.6,6.1,3.9,0.0,2.7,-7.5,-3.3
COc1ccc(C)cc1NC(=O)c1ccc(NC(=O)CC2SC(N3CCCC3)=NC2=O)cc1 (configuration not stated),11.1,13.8,-4.5,-6.3,-3.5,-10.2,-12.2,11.6
Cc1ccc2cc(C=C(C#N)C#N)c(N3CCCCC3)nc2c1,26.1,-2.5,0.4,-0.8,40.9*,-16.5,6.7,14.1
Oc1c(Br)cc(Br)cc1/C=N/NC(=S)N[C@H]1CC2C=CC1C2 (some centres not stated),-39.7,-14.2,-23.1,-7.8,-21.2,-5.4,-17.1,26.6
CN(C(=O)COc1ccccc1)c1nnc(C23CC4CC(CC(C4)C2)C3)s1,5.3,-3.0,9.0,5.7,-2.2,1.0,10.8,19.1
CCn1ccnc1CN(C)Cc1nc(-c2ccccc2)no1,21.0,9.1,2.5,-7.4,-3.6,5.9,-12.3,-2.6
CC(C)Oc1nc(-c2ccccc2Cl)nc2ccccc12,1.4,-11.7,4.4,2.1,0.6,0.4,-0.8,3.8
CCC(=O)Nc1ccc2nc(C3CC3)n(Cc3ccc(C(C)(C)C)cc3)c(=O)c2c1,-64.8,i,71.4*,5.1,-4.5,90.9*,-192.0,-0.8
CCN(CC)S(=O)(=O)c1cccc(NC2=NCCCCC2)c1,1.4,8.8,-4.9,0.6,-9.2,-1.9,3.9,-11.4
COc1ccccc1C(=O)NCCC(=O)N1CCN(c2cccc(C(F)(F)F)c2)CC1,-33.7,12.3,-8.4,1.1,4.5,2.8,-14.2,13.8
CCOc1ccccc1N1Cc2cc(C)c(C)cc2C1,0.8,10.8,2.6,-24.2,0.1,7.5,0.8,5.3
C=CCSC1=C(C#N)C(c2ccccc2OCC)CC(=O)N1 (configuration not stated),1.9,-21.5,-3.1,3.1,-1.7,-8.8,-12.6,9.4
CC(C)(C)NC(=O)COC(=O)c1snc(C(=O)NC2CCCCC2)c1N,-4.0,-14.2,-12.1,0.4,-0.9,-4.9,11.8,3.7
Cc1cc(C)cc(N(C(=O)c2csnn2)C(C(=O)NC2CCCC2)c2ccccn2)c1 (configuration not stated),-3.3,5.1,-9.5,-2.4,0.5,-6.0,-2.5,4.2
Cc1ccc(CC(=O)Nc2nc3ccccc3s2)cc1,-28.3,-58.9,-19.6,-4.3,-1.2,-8.2,-36.1,12.5
O=C(CNC(=O)c1cccc(OC(F)F)c1)OCC(=O)c1ccccc1,5.8,35.0*,-3.9,13.3,-1.6,1.4,-9.3,-12.1
CCOC(=O)c1c(C)c(C(=O)Nc2ccc3c(c2)OCCO3)c(C)n1C,-6.9,-25.1,-5.9,4.0,-8.9,15.8,-10.4,0.2
Cc1ccc(C2=NN(C(=O)CSc3nc(N)cc(N)n3)C(c3ccco3)C2)cc1 (configuration not stated),13.2,-0.3,4.3,6.0,0.5,0.7,15.6,1.0
N#Cc1c(NC(=O)CN2C(=O)c3ccccc3C2=O)oc(-c2ccccc2)c1-c1ccccc1,-8.2,2.0,-0.5,3.4,2.6,5.5,-1.0,18.9
CCc1ccc(CNC(=O)c2nn(C)c3c2CS(=O)(=O)c2ccccc2-3)cc1,-2.2,-7.0,-2.9,-5.9,-3.2,13.1,5.6,11.2
CCOC(=O)Cn1cncc1-c1ccc([N+](=O)[O-])cc1,-15.3,-13.5,-6.6,-13.4,-6.0,0.9,6.8,8.4
CCOc1cc(C(C(=O)NCC2CCCO2)N(C(=O)Cn2nnc3ccccc32)c2ccccc2C(C)=O)ccc1O (configuration not stated),3.7,3.3,1.5,-7.2,-1.3,-11.3,0.7,-1.0
Cc1nn(C)cc1C(=O)NNC(=S)Nc1ccc(Cl)cc1,2.0,15.9,6.2,-2.4,-2.2,8.1,-4.6,-22.1
O=C(N/N=C1\C(=O)c2cccc3cccc1c23)c1ccc(O)cc1,-15.0,1.8,2.1,-38.3,9.0,0.7,-8.5,-3.9
C/C(N)=C(/C#N)C(=O)COC(=O)c1ccc(C)c(S(=O)(=O)N2CCCCC2)c1,-0.8,-10.4,5.3,3.3,1.4,-0.2,-5.1,-3.3
Cc1ccc(NC(=O)C2CCN(S(=O)(=O)c3ccc4c(c3)NC(=O)C(C)S4)CC2)c(Cl)c1 (configuration not stated),16.9,8.9,9.4,5.9,5.3,7.3,26.0,15.7
CSC(=O)NC(=O)NC(=O)c1ccc([N+](=O)[O-])cc1,-0.4,-9.6,0.6,-2.1,-2.0,-1.4,-35.2,4.5
CCn1nnnc1NCc1ccc(N2CCCC2)cc1,0.2,3.6,2.3,-0.9,8.3,4.9,-10.1,27.1
CCn1c(SCc2ccc(C)cc2)nnc1C1CCN(S(=O)(=O)c2ccc(OC)cc2)CC1,-2.3,24.8,0.0,3.2,3.4,-6.2,11.1,15.7
COc1ccc(-c2cccc3c2NC(=O)C3=O)cc1OC,-15.5,-11.5,-17.2,-17.9,5.1,1.0,-17.0,15.8
CC(=O)N1CCN(C(=O)COC(=O)c2oc3ccccc3c2C)CC1,-4.2,-1.3,4.7,10.4,-2.8,-2.4,-19.2,-4.5
Cc1ccc(C(=O)NC(C)C2CC3CCC2C3)cc1 (configuration not stated),-11.6,6.8,0.7,-1.8,-4.0,6.7,1.8,-8.8
